Bim-Mcl-1: human Bim-Mcl-1 interaction inhibition | AID 1009 | 190,000 tested, 0.1% active | Q07820 | Bead-based flow cytometry, Bim peptide-Mcl-1 binding | inhibition, % at 10 µM; in the data active means inhibition above about 40%;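 further: 0% = no compound tracer wells and 100% = peptide blocker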
Target sequence (Q07820 whole entry, looked up): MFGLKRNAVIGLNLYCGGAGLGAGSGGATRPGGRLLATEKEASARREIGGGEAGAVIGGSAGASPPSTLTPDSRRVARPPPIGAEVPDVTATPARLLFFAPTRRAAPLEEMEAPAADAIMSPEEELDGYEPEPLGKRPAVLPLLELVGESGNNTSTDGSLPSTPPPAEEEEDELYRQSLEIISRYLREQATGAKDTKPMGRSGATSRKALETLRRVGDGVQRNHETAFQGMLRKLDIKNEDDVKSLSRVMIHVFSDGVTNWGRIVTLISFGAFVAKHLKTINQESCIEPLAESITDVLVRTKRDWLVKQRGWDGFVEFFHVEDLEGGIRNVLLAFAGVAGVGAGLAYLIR
Pf gametocyte: P. falciparum stage V gametocyte viability inhibition; inhibition, % at 10.9 µM; P. falciparum stage V gametocytes, ATP luminescence, 24 h; 150,000 tested, 0.065% active;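 active means inhibition above the mean plus 3 SD of compounds within the control limits, set per campaign, cut at about 38% in these data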;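 further: 0% = DMSO wells and 100% = medium only without gametocytes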
Cdc42 wt: human Cdc42 wildtype GTP binding change, either direction; P60953; GST-Cdc42 beads, Bodipy-GTP binding, flow cytometry; actives lie on both sides; percent activity (GTP binding), % at 10 µM; 190,000 tested, 0.2% active;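 active means percent activity GTP binding at least 20 points away from the 100% baseline, either down as inhibitor or up as activator; inconclusive means compound flagged as likely green fluorescent from well-wide comparison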;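 further: median bead fluorescence of bound Bodipy-FL-GTP at 100 nM; 0% = excess unlabeled GTP control and 100% = no compound control; below 100% means less GTP binding so inhibitor and above means activator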
Target sequence (P60953 whole entry, looked up): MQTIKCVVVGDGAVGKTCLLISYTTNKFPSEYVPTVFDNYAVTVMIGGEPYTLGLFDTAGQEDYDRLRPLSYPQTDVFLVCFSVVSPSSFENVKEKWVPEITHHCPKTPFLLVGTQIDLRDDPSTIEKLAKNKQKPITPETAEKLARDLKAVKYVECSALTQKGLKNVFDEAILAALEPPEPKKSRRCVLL
Mcl1 Noxa PPI: Mcl-1/Noxa interaction inhibition; Q07820; TR-FRET Mcl-1/Noxa peptide binding, 2 h; inhibition, % at 21.7 µM; 220,000 tested, 1.5% active;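 active means compounds that cut the protein-peptide binding signal by more than 50% relative to plate controls in a single-dose test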;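 further: His-tagged Mcl-1 with rhodamine Noxa BH3 peptide and terbium anti-His antibody; 0% = Mcl-1 plus Noxa peptide wells and 100% = peptide-only wells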
Rac1 wt GTP bind: human Rac1 wildtype GTP binding, inhibitors and activators. GTP binding activity (% of control), % at 10 µM. 190,000 tested, 0.27% active. P63000. GST-Rac1 beads, fluorescent GTP binding, flow cytometry; actives lie on both sides; 0 = cold GTP competed, 100 = untreated;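 active means GTP binding activity at least 20 points away from the 100% control level, either lower or higher; inconclusive means compound flagged as likely green fluorescent, judged across all proteins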
Avidin bead fluor: compound fluoresces at 488/530 nm on avidin beads. compound fluorescence 488/530 nm, flow cytometry; active compounds read high. fluorescence (KMESF) at 10 µM. 220,000 tested, 0.38% active. AID 1775; in the data active means fluorescence above about 47; further: inactives centre near 10
Rac1 mut GTP: human Rac1 activated mutant GTP binding change | 190,000 tested, 0.11% active | P63000 | percent activity (GTP binding), % at 10 µM | GST-Rac1 activated beads, fluorescent GTP binding, flow cytometry; actives lie on both sides; 100% means binding = to untreated wells | AID 764;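 active means GTP binding at least 20 percentage points away from the 100% baseline, in either direction, so actives lie on both sides; inconclusive means Compound likely fluorescent itself, or too few beads counted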
Rab7 wt modul: alters GTP binding to wildtype dog Rab7 | GST-Rab7 beads, fluorescent GTP binding, flow cytometry; actives lie on both sides; untreated = 100%, excess cold GTP = 0% | GTP binding activity (percent of control), % at 10 µM | 190,000 tested, 0.055% active;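 active means fluorescent GTP binding to Rab7 beads changed by at least 20 points from the 100% baseline, either direction, mostly lower; inconclusive means compound itself probably fluorescent, or too few beads counted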;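 further: median green fluorescence of bound Bodipy-FL-GTP per Rab7 bead population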
Rab2A wt mod: changes GTP binding to wildtype dog Rab2A, up or down. AID 760. P61105. 190,000 tested, 0.19% active. GTP binding activity, % at 10 µM. GST-Rab2 wt beads, Bodipy-GTP binding, flow cytometry;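 active means GTP binding activity at least 20 points away from 100%, either lowered or raised; inconclusive means signal likely due to the compound's own green fluorescence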;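 further: 0% = beads with excess unlabeled GTP and 100% = no-compound control corrected for plate trend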
Mcl1-Bid inh: Mcl-1/Bid interaction inhibition; TR-FRET Mcl-1/Bid-Dy647 peptide binding, 1536-well; inhibition, % at 21.7 µM; 220,000 tested, 0.97% active;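 active means compounds that cut the binding signal by more than half at the single screening dose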;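 further: His-tagged Mcl-1 with europium anti-His antibody binding Bid BH3 peptide; 0% = Mcl-1 plus peptide wells and 100% = peptide-only wells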
HRas wt GTP bind: human HRas wildtype GTP binding, change in either direction. P01112. GST-Ras wt beads, Bodipy-FL-GTP binding, flow cytometry; actives lie on both sides. GTP binding activity, % at 10 µM. 190,000 tested, 0.14% active. AID 759;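 active means GTP binding activity at least 20% away from the 100% baseline, either lowered as inhibitor or raised as activator; inconclusive means flagged as likely green fluorescent, judged across all proteins in the well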;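 further: 0% = unlabeled GTP competition control and 100% = no-compound control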
Target sequence (P01112 whole entry, looked up): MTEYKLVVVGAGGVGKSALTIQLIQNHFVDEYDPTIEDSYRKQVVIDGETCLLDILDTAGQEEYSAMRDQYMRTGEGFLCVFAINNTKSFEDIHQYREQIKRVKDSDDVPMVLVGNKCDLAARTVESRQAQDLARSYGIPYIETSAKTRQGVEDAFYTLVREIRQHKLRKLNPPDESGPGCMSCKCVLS
An asterisk follows results filed as active; ? = inconclusive; . = not tested or not shown.

SMILES	Bim-Mcl-1	Pf gametocyte	Cdc42 wt	Mcl1 Noxa PPI	Rac1 wt GTP bind	Avidin bead fluor	Rac1 mut GTP	Rab7 wt modul	Rab2A wt mod	Mcl1-Bid inh	HRas wt GTP bind
O=C(O)c1ccc(Cl)c(N2C(=O)Nc3ccccc3N2O)c1	1.0	10.7	104.0	25.0	106.0	12	98.0	98.0	100.0	18.6	98.0
Cc1ccccc1C(=O)NC(C)c1ccc2c(c1)CCCC2 (configuration not stated)	0.0	.	98.0	-6.9	105.0	7	92.0	101.0	98.0	-8.2	102.0
O=C1C(Cl)=C(Nc2ccccc2O)C(=O)N1c1ccccc1	13.0	.	96.0	70.2*	94.0	12	95.0	93.0	98.0	-4.0	97.0
Cc1cccc(NS(=O)(=O)c2cc(C(=O)OC(C)C(=O)NCc3ccc4c(c3)OCO4)ccc2C)c1 (configuration not stated)	-5.0	8.6	101.0	13.2	101.0	20	99.0	97.0	100.0	-26.6	102.0
O=C(c1sc2ccccc2c1Cl)N(Cc1ccccc1Cl)C1CCS(=O)(=O)C1 (configuration not stated)	0.0	.	101.0	13.7	101.0	37	99.0	101.0	100.0	-13.9	101.0
Cc1cccc(Nc2nccc(N(C)C)c2C#N)c1	0.0	4.2	98.0	18.8	98.0	3	97.0	101.0	99.0	-22.9	95.0
Cc1cccc(-n2ncc3c(N)ncnc32)c1	12.0	.	101.0	-1.7	105.0	39	98.0	98.0	103.0	-7.2	101.0
CCOc1ccc(CCNC(=O)CCc2nc(-c3ccc(OC)cc3)no2)cc1OCC	0.0	-14.1	96.0	1.9	97.0	10	98.0	98.0	97.0	-10.3	98.0
O=C(CNC(=O)c1ccc(Cl)cc1)N/N=C/C=C/c1ccccc1	0.0	.	100.0	7.0	102.0	18	98.0	98.0	98.0	22.0	97.0
COc1ccc(OCC(=O)N/N=C\c2ccco2)cc1	1.0	2.6	94.0	-1.7	94.0	8	95.0	94.0	95.0	-42.9	96.0
Cc1cc(C)nc(N(C#N)CN2C(=O)c3ccccc3C2=O)n1	14.0	.	107.0	17.7	110.0	5	100.0	103.0	103.0	-5.9	105.0
Clc1ccc(CCNc2nc3ccccc3s2)cc1	-1.0	.	94.0	-0.9	94.0	44	93.0	98.0	94.0	8.8	96.0
COc1ccc(-n2nc(C(=O)N3CCCCC3)c(C)c(C#N)c2=O)cc1	0.0	18.3	104.0	-14.2	103.0	11	100.0	107.0	103.0	-22.5	99.0
O=C1CC(c2ccco2)CC(O)=C1C=NCCN1CCNCC1 (configuration not stated)	-3.0	.	100.0	-4.4	99.0	17	100.0	105.0	100.0	-33.8	101.0
COc1ccc(Cn2c(=S)[nH]c3ccsc3c2=O)cc1	-4.0	-16.4	106.0	30.9	107.0	13	101.0	103.0	102.0	-116.6	102.0
COc1ccc(/C=C/C(=O)NC2CCCCCC2)cc1S(=O)(=O)N1CCOCC1	-1.0	3.9	99.0	4.1	104.0	11	100.0	99.0	100.0	-25.9	101.0
COC(=O)c1cc(C#N)c(OC)nc1C	-1.0	-51.1	96.0	-3.9	101.0	10	97.0	96.0	95.0	-3.2	97.0
CCOC(=O)C1CCN(CCC(=O)Nc2cccc(C)c2)CC1	1.0	-4.5	?	-3.0	?	9	?	?	?	-32.7	?
Cc1ccc(CCNC(=O)c2nnn(-c3cccc(C)c3)c2N)cc1	0.0	.	99.0	25.5	98.0	13	97.0	95.0	97.0	7.7	96.0
CC(=O)CC(=O)Nc1ccn(-c2ccccc2)n1	-2.0	.	102.0	14.1	102.0	9	99.0	99.0	100.0	-9.3	101.0
CNC(=S)NNC(=O)c1cn(C)nc1C	0.0	21.2	103.0	3.5	95.0	9	95.0	100.0	94.0	-39.6	96.0
CCCC(c1nnnn1Cc1cccs1)N1CCN(C2CCCC2)CC1 (configuration not stated)	-4.0	.	104.0	19.7	107.0	117*	100.0	100.0	100.0	31.8	100.0
O=[N+]([O-])c1ccc(O)c(N=Cc2sc3ccccc3c2O)c1	-2.0	-24.3	98.0	53.1*	103.0	4	99.0	100.0	97.0	-85.2	99.0
O=C(CN1CCOCC1)Nc1cc(C(F)(F)F)ccc1Cl	3.0	14.2	95.0	-12.6	99.0	6	96.0	95.0	98.0	-34.7	100.0
CCN=C1S/C(=C\c2cn(CC(=O)NCCOC)c3ccccc23)C(=O)N1CC	3.0	.	94.0	10.2	93.0	10	96.0	97.0	94.0	-60.5	94.0
COc1ccc(Cl)cc1N1C(=O)C2CCCN2C1c1ccc(F)cc1 (configuration not stated)	-1.0	.	103.0	16.7	108.0	9	102.0	101.0	101.0	-12.2	101.0
Cc1nc2cc(-c3cccs3)nn2c(NCC(C)(C)CN(C)C)c1C	1.0	-8.1	103.0	14.2	101.0	10	100.0	100.0	100.0	-52.6	101.0
CSc1nnc2ccc(-c3ccccn3)nn12	0.0	-13.2	95.0	0.7	96.0	8	94.0	92.0	97.0	-40.5	93.0
Nc1cc(OC(=O)c2cccs2)nn1S(=O)(=O)c1ccc(F)cc1	-9.0	3.0	97.0	-0.1	105.0	19	98.0	95.0	99.0	-4.8	98.0
COc1ccc(Oc2nc3ccccc3nc2C(F)(F)F)cc1	-2.0	.	99.0	-7.0	99.0	7	96.0	96.0	96.0	-6.3	98.0
COc1cccc(-c2nn[nH]n2)c1O	0.0	.	101.0	8.6	101.0	3	97.0	104.0	98.0	-86.8	101.0
Cc1ccc(Nc2c(N)c(=O)oc3ccccc23)cc1	0.0	.	100.0	10.2	99.0	6	93.0	98.0	102.0	-42.0	98.0
COc1cc(CC(=O)Oc2ccc3c(c2)OCO3)cc(OC)c1OC	2.0	-10.8	103.0	7.0	107.0	8	99.0	104.0	102.0	-39.3	103.0
CC1(C)CC(N2CN(C3CCCCC3)CC2=O)CC(C)(C)N1	0.0	.	101.0	27.9	105.0	17	99.0	98.0	97.0	46.0	100.0
Cc1nc(C(=O)Nc2cc(Cl)ccc2Cl)nn1-c1cc(OC(C)C)c(Cl)cc1Cl	-4.0	0.7	94.0	8.9	95.0	24	95.0	97.0	92.0	3.4	95.0
Cc1ccc(C2C(C=Nc3c(C)n(C)n(-c4ccccc4)c3=O)=C(c3ccccc3)Oc3ccccc32)cc1 (configuration not stated)	8.0	.	100.0	9.9	102.0	5	98.0	99.0	97.0	-38.5	101.0
Cc1nc(Nc2ccc(C(=O)O)cc2)sc1-c1ccccc1	0.0	-7.5	91.0	21.0	91.0	10	91.0	90.0	93.0	-35.1	94.0
C/C(CC(=O)NCc1ccco1)=N\NC(=O)COc1ccc(Cl)cc1Cl	5.0	.	90.0	-7.4	89.0	7	93.0	100.0	93.0	-12.6	92.0
CCn1cc(Cl)c(C(=O)Nc2nc3ccccc3n2CCN2CCCCC2)n1	-4.0	.	99.0	-1.1	101.0	7	97.0	103.0	102.0	-4.1	102.0
Cc1ccc(-n2ncc3c(NCc4cccnc4)ncnc32)c(C)c1	-2.0	2.8	102.0	-1.6	107.0	11	99.0	100.0	99.0	-2.3	101.0
O=C/C(=C\Nc1ccc(Br)cc1)c1nc2ccccc2o1	-5.0	-10.8	97.0	2.6	97.0	10	95.0	96.0	96.0	-20.7	97.0
Cc1nn(CC(=O)OC(C)C(=O)Nc2ccccc2[N+](=O)[O-])c(C)c1[N+](=O)[O-] (configuration not stated)	0.0	.	103.0	9.8	103.0	14	100.0	100.0	99.0	5.2	103.0
O=C(COc1cccc2ccccc12)NNC(=O)C1CCCO1 (configuration not stated)	0.0	.	98.0	4.8	104.0	13	101.0	100.0	100.0	-41.1	100.0
CCc1nnc(NC(=O)c2ccc(-c3ccc(F)cc3)o2)s1	0.0	11.9	98.0	4.5	95.0	8	97.0	96.0	96.0	2.8	96.0
CCOC(=O)c1sc2ncnc(N3CCN(CC)CC3)c2c1C	0.0	.	97.0	22.7	97.0	10	97.0	96.0	97.0	-17.3	98.0
CCNc1nc(NCC)nc(SCCOC(=O)Nc2ccc(Cl)cc2Cl)n1	-3.0	4.8	97.0	12.8	95.0	3	96.0	98.0	97.0	4.2	96.0
Cc1ccc(NC(=O)CO/N=C/c2ccc(N(C)C)cc2)cc1	-6.0	3.9	?	14.7	?	15	?	?	?	-18.7	?
COc1cc(C(=O)OC2CC3CCC2(C)C3(C)C)ccc1OC(C)=O (configuration not stated)	-5.0	.	93.0	-12.4	96.0	6	96.0	97.0	96.0	1.4	95.0
COc1ccc(/C=N/N=C2/NC(=O)C(CC(=O)NC(N)=O)S2)cc1 (configuration not stated)	1.0	-1.6	93.0	9.3	97.0	7	95.0	103.0	95.0	-4.7	95.0
Cc1ccccc1Cn1nc(C)c(NC(=O)/C=C/c2cnn(C)c2)c1C	-3.0	-1.1	95.0	25.9	99.0	3	97.0	99.0	99.0	-43.3	100.0
Additional records follow.
SMILES	Bim-Mcl-1	Pf gametocyte	Cdc42 wt	Mcl1 Noxa PPI	Rac1 wt GTP bind	Avidin bead fluor	Rac1 mut GTP	Rab7 wt modul	Rab2A wt mod	Mcl1-Bid inh	HRas wt GTP bind
COC(=O)c1sc(NC(=O)C2CCCO2)c(C(=O)OC)c1C (configuration not stated)	-2.0	8.4	103.0	8.7	102.0	7	98.0	96.0	100.0	-11.7	98.0
OC(CNc1ccccc1)COc1ccc(OCC(O)CNc2ccccc2)cc1 (configuration not stated)	-1.0	-9.2	99.0	9.0	99.0	34	96.0	100.0	98.0	-63.4	99.0
CC(=O)Nc1ccc2c(c1)C(C)(C)C(C)N2C (configuration not stated)	0.0	1.1	104.0	27.3	100.0	11	94.0	105.0	105.0	-37.5	97.0
CCC(C)(C(=O)Nc1ccc2c(c1)OCCO2)N(C(C)=O)c1ccc(C(N)=O)cc1 (configuration not stated)	3.0	-21.5	102.0	2.2	100.0	9	98.0	94.0	96.0	-6.9	97.0
Cc1ccc(S(=O)(=O)N2CCC(=O)N(CCOC(=O)Nc3cccc(Cl)c3)CC2)cc1	-4.0	.	107.0	0.6	105.0	11	99.0	98.0	103.0	20.3	102.0
CCc1cc(C)c(O)c(CC)n1	-6.0	.	100.0	-3.3	105.0	15	99.0	100.0	104.0	-29.6	100.0
COC(=O)Cc1cc(=O)[nH]c(/N=C(\N)Nc2cccc(C)c2)n1	-6.0	12.7	97.0	9.4	98.0	10	94.0	100.0	100.0	-10.3	98.0
COC(=O)c1[nH]c2cc(C)ccc2c1NC(=O)CN1CCN(c2ccccc2OC)CC1	-3.0	.	96.0	9.3	97.0	34	94.0	97.0	97.0	-24.6	97.0

Bioassay records from PubChem BioAssay.
